# JMJD2A Tudor – JMJD2A Tudor domain (human) inhibition; actives 4.4% (n = 390,000); Potency, µM (doses to about 114 µM), for the others: top-dose activity change, negative = inhibition, actives largely listed as inhibitors; AID 504339; AlphaScreen JMJD2A-Tudor / H3K4me3 peptide binding; O75164; further: on the % scale 0 is the no-effect control and ±100 the full control effect; nearly all actives have a fitted effect of over 50% in size
# TrxR1 inh – rat TrxR1 inhibition; O89049; recombinant rTrxR1, NADPH fluorescence consumption, selenite substrate; Potency, µM (titrated, usually from 114 µM), inactives show at the top dose activity change, negative = inhibition, most hits filed as inhibitors; actives 1% (n = 390,000); AID 588453; further: on the % scale 0 is the no-effect control and ±100 the full control effect; nearly all actives have a fitted effect of over 65% in size
#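 Rat TrxR1 (90 nM in the dispensed reagent) was pre-reduced with 400 uM NADPH for 5 min at room temperature, then incubated with compound for 15 min. After 400 uM selenite was added, NADPH fluorescence (Ex 340/Em 450 nm) was followed for 8 min.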
# ERG Ets-DNA blk – blocks human ERG Ets domain binding to DNA | fluorescence polarization, His-ERG Ets domain / labelled DNA | Potency, µM (doses to about 76.9 µM), without a hit: top-dose FP activity, negative = inhibition, actives largely listed as inhibitors | actives 0.028% (n = 370,000) | AID 624246; active means well fitted inhibition curve with a large enough effect in the polarisation, with a control signal flat; inconclusive means small, poorly fitted or top-dose-only effect, or effect the other way, or a change in a side signal; inactive means no such curve, though single readings can be large or run the other way; the % refers to the polarisation;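 further: polarization taken with two DNA probes labelled with fluorescein and Texas red; % of control where 0% means no effect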
#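 His-tagged ERG Ets domain (1 uM in the protein solution; 300mM KCl, 50mM Tris-HCl, 1mM EDTA, 1mM DTT, pH 7.5) received compound, then a probe mix of 5 nM fluorescein-DNA and 100nM Texas-615-DNA. Fluorescence polarization was read for both dyes.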
# ALOX12 inh – ALOX12 (human) lipoxygenase inhibition; purified 12hLO, xylenol orange hydroperoxide absorbance; actives 1.1% (n = 580,000); Potency, µM (series often up to 108 µM), for the others: at the top dose activity change, negative = inhibition, most hits filed as inhibitors; AID 1671190; P18054; further: on the % scale 0 is the no-effect control and ±100 the full control effect
# Target sequence (P18054 whole entry, looked up): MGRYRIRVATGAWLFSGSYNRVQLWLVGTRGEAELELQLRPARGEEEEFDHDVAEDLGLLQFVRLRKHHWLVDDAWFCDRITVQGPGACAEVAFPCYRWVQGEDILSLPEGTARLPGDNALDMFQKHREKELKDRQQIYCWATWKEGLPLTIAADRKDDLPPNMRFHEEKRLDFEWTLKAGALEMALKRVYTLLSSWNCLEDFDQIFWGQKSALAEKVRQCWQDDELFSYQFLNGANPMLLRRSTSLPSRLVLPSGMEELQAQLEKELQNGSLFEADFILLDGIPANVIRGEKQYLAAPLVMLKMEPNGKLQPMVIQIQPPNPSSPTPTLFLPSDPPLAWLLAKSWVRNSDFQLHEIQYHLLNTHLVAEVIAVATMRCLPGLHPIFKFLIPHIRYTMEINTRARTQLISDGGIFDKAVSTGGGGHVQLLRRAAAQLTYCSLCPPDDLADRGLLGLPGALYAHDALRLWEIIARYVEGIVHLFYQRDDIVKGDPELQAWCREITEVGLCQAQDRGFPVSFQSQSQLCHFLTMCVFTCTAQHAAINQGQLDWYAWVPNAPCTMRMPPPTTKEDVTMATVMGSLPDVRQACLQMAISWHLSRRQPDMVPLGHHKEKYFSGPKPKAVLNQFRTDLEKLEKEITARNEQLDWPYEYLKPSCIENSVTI
#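 Purified human 12hLO at 150 nM in 25 mM Hepes, 0.01% Triton X-100, pH 7.0, preincubated 15 min at room temperature with compound. Reaction started with 40 uM arachidonic acid, 30 min at room temperature. Hydroperoxide measured by Fe-xylenol orange, 573/405 nm absorbance ratio.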
# RGS4 inh – human RGS4 inhibition | Transcreener GDP fluorescence polarization, RGS4-accelerated GTP hydrolysis | P49798 | AID 504845 | actives 0.039% (n = 390,000) | Potency, µM (doses to about 114 µM), for the others: top-dose activity change, negative = inhibition, actives largely listed as inhibitors; further: on the % scale 0 is the no-effect control and ±100 the full control effect; nearly all actives have a fitted effect of over 75% in size; some results filed as inactive show a strong effect at the top dose
#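 MLSMR compounds (23 nl, pin-transferred) preincubated 10 min at room temperature with a 500nM (2x) first reagent, then RGS4 at 900nM (2x) plus Transcreener GDP mix added; fluorescence polarization (620/688 nm) read before and after 90 min at 30 °C.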
# Pin1 inhibitor – inhibitors of human Pin1; Q13526; Pin1 FP peptide displacement, HiFluor488, 10 min; Potency, µM (highest dose often 115 µM), inactives show at the highest dose activity, negative = inhibition, usual class: inhibitors; actives 0.009% (n = 390,000); AID 504891; active means well fitted inhibition curve with a large enough effect in the polarisation, with a control signal flat, not every such curve was filed as active; inconclusive means small, poorly fitted or top-dose-only effect, or effect the other way, or a change in a side signal; inactive means no such curve, though single readings can be large or run the other way; the % refers to the polarisation; further: on the % scale 0 is the no-effect control and ±100 the full control effect
# Target sequence (Q13526 whole entry, looked up): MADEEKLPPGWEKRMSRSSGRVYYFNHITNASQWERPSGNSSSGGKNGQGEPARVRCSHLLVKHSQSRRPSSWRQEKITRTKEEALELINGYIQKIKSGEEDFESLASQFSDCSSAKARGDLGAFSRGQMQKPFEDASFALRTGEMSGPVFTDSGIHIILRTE
# PGK inhibitor – blocks T. brucei phosphoglycerate kinase; P07378; PGK/GAPDH coupled, Kinase-Glo luminescence, 60 min; Potency, µM (doses to about 57.5 µM), for the others: at the highest dose activity change, negative = inhibition, usual class: inhibitors; actives 0.043% (n = 380,000); AID 602233; further: on the % scale 0 is the no-effect control and ±100 the full control effect; nearly all actives have a fitted effect of over 60% in size
#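 Recombinant glycosomal PGK reaction used 1,3-bisphosphoglycerate generated in-well by GAPDH (100nM final) in 100mM TEA pH 7.6, 5mM MgCl2, 0.01% Tween-20. After 60 minutes at room temperature, ATP was read by Kinase-Glo Plus luminescence end-point.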
# HP1b binding inh – inhibitors of HP1-beta chromodomain binding to methylated histone tails | P83916 | AlphaScreen HP1-beta / biotin-H3K9me3 peptide binding | Potency, µM (titrated, usually from 114 µM), for inactives: at the highest dose activity change, negative = inhibition, usual class: inhibitors | actives 0.56% (n = 390,000); further: nearly all actives have a fitted effect of over 70% in size; inactives centre near 23
# Target sequence (P83916 whole entry, looked up): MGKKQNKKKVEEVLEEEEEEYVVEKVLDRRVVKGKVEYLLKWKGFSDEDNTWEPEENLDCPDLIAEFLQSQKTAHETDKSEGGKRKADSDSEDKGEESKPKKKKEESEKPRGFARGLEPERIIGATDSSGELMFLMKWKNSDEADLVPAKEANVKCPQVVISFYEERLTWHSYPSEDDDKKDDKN
#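 AlphaScreen: HP1-beta (50 nM) preformed 30 min with biotin-H3(1-18)K9me3 peptide (50 nM) in PBS pH 7.4, 0.01% Tween-20. Compound added for 30 min at RT, then streptavidin donor/nickel chelate acceptor beads (10 ug/mL) for 30 min.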
# GLS inhibitor – glutaminase GLS (human) inhibition; O94925; GLS enzymatic activity, qHTS titration; Potency, µM (doses to about 45.5 µM), without a hit: at the highest dose activity change, negative = inhibition, usual class: inhibitors; actives 0.21% (n = 410,000); further: on the % scale 0 is the no-effect control and ±100 the full control effect
#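 hKGA in 45 mM KH2PO4 (pH 8.2), 0.02% Tween-20 with compound, then 1mM L-Glutamine (stock as added) plus glutamate oxidase/HRP/Amplex red coupling mix. Fluorescence read initially and after 30 min at RT; signal change reflects glutamate formation.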
# Starred values were filed as active, the others as inactive; i = inactive; ? = inconclusive; nt = no result given; & = joins results of further samples; [ ] = remark or other dose. Unless noted, the call rests on the fitted dose curve; in most records, active means well fitted curve in the direction sought with a large enough effect; inconclusive means small, poorly fitted or top-dose-only effect, or another doubt; inactive means no such curve, though single readings can be large; an effect the other way counts as inactive or inconclusive. Potency means the concentration at half of the fitted maximal effect. This is a subset (hit frequency here may not be typical).
SMILES,JMJD2A Tudor,TrxR1 inh,ERG Ets-DNA blk,ALOX12 inh,RGS4 inh,Pin1 inhibitor,PGK inhibitor,HP1b binding inh,GLS inhibitor
Cc1ccc(-n2c(Cc3cccs3)nnc2SCC(=O)Nc2ccc(F)c(F)c2)cc1,-8%,13%,-3%,16%,-12%,2%,-1%,26%,-2%
C=CCn1c(SCC(=O)N2CCOCC2)nc2ccccc2c1=O,-11%,-6%,0%,9%,13%[11.4 µM],-1%,-14%,80%[activator],-3%
Clc1cccc2sc(N3CCN(c4ccccc4)CC3)nc12,5%,-1%[57.1 µM],-6%,-4%,9%,5%,-1%,38%[activator],-16%
COC(=O)c1c(NC(=O)/C(C#N)=C/c2ccc(OC)cc2)sc2c1CCC2,-21%,3%,0%,-15%,-4%,2%,i,42%[activator],-5%
O=C(CN1C(=O)CCS(=O)(=O)c2ccccc21)NCc1ccc2c(c1)OCO2,-8%,-2%,-3%,13%,-33%,-8%,i,16%,2%
CN1C(=O)c2ccc(NC(=O)CSc3ccccc3)cc2C1=O,-15%,19%,-2%,28%,18%,-1%,-3%,10%[57 µM],0%
CCOC(=O)c1cc2c(C(F)(F)F)cc(-c3cccnc3)nc2o1,-15%,-8%,4%,0%,-2%,-5%,1%,16%,14%
CCc1ccc(CNC(=O)c2ccc(NC(=O)N3CCSc4ncccc43)cc2)cc1,-8%,12%,-2%,-22%,23%,3%,17%,36%,4%
COC(CNC(=O)c1ccc2c(c1)ncn2-c1ccc(C)cc1C)OC,-3%,21%,-6%,?,-5%[56.9 µM],-8%,-3%,48%[activator],-5%
Cn1c(O)c(/C=N/NC(=O)c2cc3ccccc3cc2O)c2ccccc21,-8%,7%,-12%,0%,-30%,?,i,49%[activator],-1%
COc1cc(C(Nc2ccccn2)c2c(NC(=O)c3ccco3)sc(C)c2C)cc(OC)c1OC (stereo unspecified),-54%,15%,5%,0%&-7%,-16%,1%,-1%,-21%,1%
Cc1cnc([N+](=O)[O-])n1CCOC(=O)NC(=O)c1ccccc1Cl,-5%,23%[57.1 µM],31%[activator],-4%,-3%,17%,7%,?,-5%
COc1cc(/C=N/NS(=O)(=O)c2ccc(C)c([N+](=O)[O-])c2)cc([N+](=O)[O-])c1O,-24%,-4%,-4%,?,-2%,-12%,-3%,-6%,-13%
CC(C)CCC(CC(C)O)C(=O)NNC(=S)Nc1ccccc1 (stereo unspecified),-15%,4%,-8%,?,-23%,-2%,2%,42%[activator],17%
O=C1NC(c2ccc3c(c2)OCO3)Nc2ccccc21 (stereo unspecified),-6%,28%[57.1 µM],-19%,0%,-27%,1%,i,39%,8%
COC(=O)[C@H]1[C@H](C(=O)OC)[C@@H](C(=O)OC)N(c2ccc(OC)cc2)[C@@H]1C(=O)OC,3%,-13%,-15%,-21%,-14%,-1%,-7%,31%,0%
COc1cc(OC)cc(C(=O)NCCCCc2ccccc2)c1,13%,8%,-8%,-47%,-18%,1%,-2%,45%[activator],-4%
Cc1cccc(/C=N/n2c(C)nc3ccccc3c2=O)c1,12%,9%,12%,0%,-17%,11%,nt,75%[activator],-3%
Cc1cccc(NC(=S)NC(C)C(c2ccccc2)N2CCN(C)CC2)c1C (stereo unspecified),-18%,15%[57.1 µM],-3%,0%,13%,-7%,-13%,0%,6%
Cc1ccc(NC(=O)Cn2cc(S(=O)(=O)c3ccc(C)cc3)c(=O)c3cc4c(cc32)OCO4)cc1,-19%,5%,1%,?,11%,9%,-1%,27%,4%
O=C(Nc1ccccc1)OCc1cc(-c2ccccc2Cl)on1,23%,0%,-3%,-24%,-7%,1%,-1%,71%[activator],3%
COc1ccc(-c2cc(C(=O)NC(C)c3ccccn3)c3ccccc3n2)cc1OC (stereo unspecified),?,-21%,-3%,?,-19%,3%,-5%,17%,-5%
COc1ccc2[nH]c(C(=O)O)c(NS(=O)(=O)c3ccc(F)cc3)c2c1,-16%,17%[57.1 µM],-1%,19%,-5%[56.9 µM],-1%,-1%,45%[activator],-21%
Cc1ccc(C(=O)OC(C)CN2CCN(C)CC2)cc1 (stereo unspecified),-5%,1%[57.1 µM],-2%,?,-20%,7%,i,28%,0%
COc1ccc(CCNC(=O)c2ccc3c(c2)N(Cc2ccc(Cl)cc2)C(=O)c2ccccc2S3)cc1OC,-23%,19%[57.1 µM],1%,-26%,-18%,14%,-4%,-4%,6%
O=C(O)/C=C/c1ccc(OCCCF)cc1,-11%,16%[57.1 µM],5%,1%,11%,-2%,i,43%[activator],11%
O=C(c1cc2cc(C(F)(F)F)ccc2s1)N1CCOCC1,-7%,28%[57.1 µM],6%,2%,-4%,-3%,-6%,7%,7%
Cc1ccc(/C=N/NC(=O)c2c[nH]c3ccccc23)s1,-21%,-9%[57.1 µM],1%,3%,4%,-1%,-5%,21%,14%
CC1CC(CCC(=O)NC(=S)Nc2ccc(S(N)(=O)=O)cc2)C(=O)O1 (stereo unspecified),-10%,-10%,-6%,-11%,-12%,-5%,-9%,25%,-7%
CC(=O)c1cc(C)c(OCc2cn(CC(=O)c3ccc(O)cc3)nn2)c(C)c1,?,5%,-2%,?,-2%,1%,0%,16%,9%
Cc1cccc(C)c1NC(=S)NNc1ncc(C(F)(F)F)cc1Cl,-24%,0%,1%,-17%,-26%,1%,-1%,45%[activator],9%
COC(=O)/C=C1\SC(=NC(=O)c2cccc([N+](=O)[O-])c2)NC1=O,-24%,-4%,1%,?,-28%,-6%,4%,0%,11%
CCC1CC=CC2C1C(=O)N(Cc1ccccc1)C2c1cc(C)ccc1F (stereo unspecified),28%,-4%,nt,nt,-11%,29%,nt,82%[activator],nt
CCOC(=O)C1CCN(c2ccc(C(=O)O)cc2[N+](=O)[O-])CC1,-9%,-15%,-12%,-19%,11%,5%,0%,30%[activator],7%
CC(NC(=O)CSc1nnc(-c2cccnc2)n1N)c1ccccc1 (stereo unspecified),-12%,10%[57.1 µM],-1%,-1%,20%,-1%,1%,40%[activator],-2%
Cc1ccccc1C(=O)Oc1ccc(-c2csnn2)cc1,15%,26%[57.1 µM],0%,18%,-22%,-1%,-1%,50%[activator],3%
O=C(NCC1CC1)Nc1ccccc1F,4%,15%,-2%,16%,-16%,-4%,-6%,23%,-10%
O=C(NC1CCCC1)C(c1ccsc1)N(C(=O)Cc1cccs1)c1cccc(F)c1 (stereo unspecified),-15%,19%,0%,4%,4%,3%,nt,21%,-3%
Cc1ncsc1C(=O)N1N=C2/C(=C/c3ccc(N4CCOCC4)cc3)CCCC2C1c1ccc(N2CCOCC2)cc1 (stereo unspecified),?,-19%,-1%,nt,-25%,?,4%,-2%,1%
Cc1ccc(/C(N)=N/OC(=O)COc2ccccc2Cl)cc1,113%[activator],8%,1%,6%,10%,2%,-3%,273%[activator],-2%
c1ccc(-c2nnsc2-c2nc3ccccc3[nH]2)cc1,-13%[11.4 µM],11%[57.1 µM],0%,4%,-13%,-3%,-8%,-4%,10%
CN(/C(=N/S(=O)(=O)c1cccs1)c1ccccc1)c1ccc(O)cc1,1%,14%[57.1 µM],-4%,3%,-34%,-9%,-3%,19%,-7%
O=C(CSc1ncc(CO)n1Cc1ccc(F)cc1)NCc1ccco1,-12%,0%[57.1 µM],4%,-29%&0%,-25%,8%,-6%,25%[57 µM],-3%
COc1cc(C(=O)NNC(=O)c2ccccc2OCc2c(C)noc2C)cc(OC)c1OC,-11%,7%,-3%,182%[activator],-2%,2%,1%,38%,7%
COC(=O)CCC(=O)OC1(C)C(=O)C=C2C=C(C3CC3)N(CCc3c[nH]c4ccccc34)C=C2C1=O (stereo unspecified),?,-7%,-4%,0%,-37%,-2%,-3%,-10%,-1%
NC(=S)NN=C1C2CC3CC(C2)CC1C3,-17%,-6%,1%,?,-42%,-4%,-2%,-24%,2%
O=C(COc1cccc(C(F)(F)F)c1)NCC(c1cccs1)N1CCOCC1 (stereo unspecified),-6%,-23%,5%,402%[activator],3%,3%,i,41%[activator],2%
CCOC(=O)c1noc2ncnc(N(CCC(=O)OC)c3ccccc3)c12,-7%,8%[57.1 µM],0%,-20%,11%,2%,0%,10%,-5%
CCc1ccc2oc(C(=O)Nc3nonc3CC)c(C)c2c1,6%&-10%,?,-29%&1%,9%&-5%,12%&3%,-5%&-8%,1%,21%[57 µM],2%&-12%
O=C(/C=C/c1ccccc1Cl)NNC(=O)c1cccs1,-27%,13%,-11%,i,5%[56.9 µM],-3%,i,28%,5%
O=C(c1ccccc1)c1ccccc1N/C=C/c1nnnn1-c1ccccc1,-32%,23%[57.1 µM],-3%,3%,-20%,-3%,4%,26%,1%
COc1ccc(CCNc2nc(SCc3cccc(F)c3)nc3ccccc23)cc1OC,-8%,16%[57.1 µM],1%,0%,15%,10%,1%,20%,5%

# Screens (PubChem)
